Source: PubChem BioAssay (Columbia University Molecular Screening Center)
Htt clearance: mutant huntingtin protein clearance; HeLa Exon1htt(103Q)mCFP, aggregate imaging; zero = plate's median compound well; inhibition, % at 1.5 µM; 47,000 tested, 0.42% active;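 active = inhibition of aggregate fluorescence above about 70%, also judged a hit by eye on the cell image, limit read from the data, passing the limit was not always enough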;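 note: cells exposed to compound for three days before fixation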
Htt clearance grain fraction: also measured in Htt clearance; calls as there; fraction fluorescence in grains; measured here: aggregate grain fluorescence fraction; active compounds read low;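 scaled fraction of total cell fluorescence in grains with unit not stated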
An asterisk follows results filed as active; i = inactive.

mol | Htt clearance | Htt clearance grain fraction
Cc1ccc(N2C(N)=NC(N)=NC2(C)C)c(C)c1 | 22 | 31
CC(=O)C1=C(c2ccccc2)NC(=O)NC1c1ccccc1OCC(=O)NCc1ccccc1 (stereo not given) | 12 | 21
O=C(Nc1ccc(S(=O)(=O)N2CCOCC2)cc1)C1CCCCC1 | -41 | 27
CCCn1c(SCC(=O)Nc2nc(C)c(C(=O)OC)s2)nnc1C(C)C | 24 | 27
COc1ccc(CCCc2nnc(SCC(=O)Nc3ncc(C)s3)o2)cc1 | -1 | 37
CC(C)c1nc(SCC(=O)N2CCOCC2)c2c(=O)n(C)c(=O)n(C)c2n1 | 10 | 32
CC1(C)Cc2c(cnn2-c2ccccc2)-c2c1c1ccccc1n2CC(O)CCl (stereo not given) | -3 | 20
C=CCOC(=O)C1=C(C)OC(N)=C(C#N)C1c1ccc2c(c1)OCO2 (stereo not given) | 24 | 15
CCC1C(=O)N=C(SCC(=O)Nc2ccccc2)NC1=O (stereo not given) | 5 | 18
COc1ccc(OC)c(N2C(N)=NC(N)=NC23CCCC3)c1 | -14 | 45
O=C(Cc1ccc(Cl)cc1)Nc1ccc2oc(-c3ccncc3)nc2c1 | -10 | 20
Fc1ccccc1N1CCN(c2cnc3ccccc3n2)CC1 | -45 | 45
CC1CCc2cc(F)ccc2N1C(=O)CCC(=O)O (stereo not given) | -15 | 41
COc1ccc(C(=O)NCc2oc(-c3ccccc3)cc2C(=O)O)cc1 | -40 | 28
COc1ccc(-c2noc(CSc3nc(-c4ccccc4)cc(=O)[nH]3)n2)cc1OC | 38 | 11
CCCSc1nc2c(c(=O)[nH]c(=O)n2C)n1CCc1ccccc1 | 17 | 15
CSC1=C(C#N)C2(CCCC2)C(C#N)=C(N)N1 | 0 | 34
Cc1ccc(O)c(/C=N/NC(=O)C2=NNC(c3ccccc3)(c3ccccc3)C2)c1 | 71* | 5.7*
CC(C)C(=O)NC(Nc1ccccc1F)C(Cl)(Cl)Cl (stereo not given) | -23 | 37
COCCCN1C(=O)C(=O)/C(=C(/O)c2ccc(C)cc2)C1c1ccccc1 (stereo not given) | -30 | 25
Cc1cc(C)n(C(=O)c2ccc(NC(=O)C3COc4ccccc4O3)cc2)n1 (stereo not given) | -11 | 20
O=C(CCC(=O)c1ccc(F)cc1)OC1CCOC1=O (stereo not given) | 22 | 33
CCCc1[nH]nc2c1C(c1ccc(O)c(OC)c1)C(C#N)=C(N)O2 (stereo not given) | 2 | 36
CCC(C)(C)n1nnnc1C(C(C)C)N(Cc1ccco1)Cc1cc2cc3c(cc2[nH]c1=O)OCO3 (stereo not given) | 2 | 37
Cc1cccc(C2=N/C(=C\c3cccnc3)C(=O)O2)c1 | -11 | 39
Cc1cccc(C(=O)NNC(=O)c2ccc(-c3ccccc3)cc2)c1 | 19 | 24
O=C(N1CCN(c2ccccc2F)CC1)C12CC3CC(CC(C3)C1)C2 | -33 | 22
CCC(N)C12CC3CC(CC(O)(C3)C1)C2 (stereo not given) | 20 | 15
O=C1c2ccccc2C(Nc2ccc3c(c2)OCO3)N1Cc1ccc2c(c1)OCO2 (stereo not given) | 23 | 26
CCC(C)(C)NC(=O)CN(Cc1ccc2c(c1)OCO2)C(=O)CCC(=O)Nc1ccccn1 | -38 | 26
COC(=O)c1[nH]c2ccc(Cl)cc2c1NC(=O)CCN1CCOCC1 | 32 | 12
CC(=O)N(C)c1nnc(-c2ccccn2)s1 | -69 | 31
Cc1ccc(S(=O)(=O)N2CCN(C(=O)C3Cc4ccccc4CN3C(=O)c3ccco3)CC2)cc1 (stereo not given) | 23 | 16
O=C1C(Cl)=C(NCC2CCCO2)C(=O)N1Cc1ccccc1 (stereo not given) | -3 | 45
COc1ccccc1-n1c(SCC(=O)Nc2cccc(C)c2)nc2c(c1=O)SCC2 | -170 | 131
O=C(CN1C(=O)NC2(CCCCCC2)C1=O)NCc1ccco1 | -41 | 56
O=C(Cc1cccs1)N1CCCC(c2nc3c(nnn3Cc3cccc(Cl)c3)c(=O)[nH]2)C1 (stereo not given) | -26 | 28
COc1cc(OC)c(C2=NOC(C(=O)Nc3cc(C)nn3-c3ccccc3)C2)cc1Cl (stereo not given) | 57 | 8
CCC(C(=O)NCc1ccco1)N(C(=O)CNS(=O)(=O)c1ccccc1)c1ccc(OC)cc1 (stereo not given) | 20 | 16
CCCNC(=O)C1CCN(S(=O)(=O)c2ccc(Br)cc2)CC1 | -7 | 20
COc1ccc(CCNC(=O)C2=COCCO2)cc1 | 1 | 19
COc1ccc(N2CCN(C(c3ccccc3)c3nnnn3Cc3ccc(F)cc3)CC2)cc1 (stereo not given) | 52 | 16
CCOC(=O)c1c(CN2CCCCC2)n(C)c2cc(Br)c(O)cc12 | -27 | 24
COc1ccc(CCNC(=O)CSc2nnc(-c3cccc(C)c3)o2)cc1OC | 18 | 29
Nc1ccc2oc(-c3ccccn3)nc2c1 | -12 | 24
C=CCNC(=O)c1ccc(C)cc1Cl | 0 | 38
CS(=O)(=O)c1ccc2nc(NC(=O)C3C4C=CC(C4)C3C(=O)O)sc2c1 (stereo not given) | 44 | 11
CCOC(=O)c1cc(CC)sc1NC(=O)Cc1ccsc1 | -16 | 40
CCOC(=O)c1sc2nc(N3CCOCC3)c3c(c2c1N)CC(C)(C)N(C)C3 | 2 | 19
CCOC(=O)c1c(C)c(C(=O)N2CCN(c3cccc(Cl)c3)CC2)c(C)n1C | 5 | 37
COc1ccc(CN2CCn3ncc(C(=O)Nc4ccccc4)c3C2=O)cc1 | 11 | 33
CC(C)CC(c1nnnn1CC1CCCO1)N1CCN(c2cccc(Cl)c2)CC1 (stereo not given) | -11 | 35
CCOc1cc(C(=O)NC(C)CC)cc(OCC)c1OCC (stereo not given) | 10 | 38
O=C(NC1=NC2CCCCC2N1)c1ccccc1 (stereo not given) | -4 | 17
O=C(OCc1ccc2c(c1)OCO2)c1ccc(S(=O)(=O)N2CCCCC2)cc1 | -54 | 26
COc1ccccc1-c1cc(C(=O)Nc2cc(C)nn2-c2ccccc2)no1 | -26 | 25
CN(C)c1ccc(NC(=O)c2cccc(N3C(=O)C4C5C=CC(C5)C4C3=O)c2)cc1 (stereo not given) | 46 | 22
CCN(CC)c1ccc(CNc2ccc(Br)cn2)cc1 | 12 | 17
COC(=O)COn1c(SC(C)C)nc2ccccc2c1=O | 5 | 26
CN(C)c1ccnc(-n2cccc2/C=N/OCc2ccc(F)cc2Cl)c1C#N | -57 | 31

By substructure: those above containing a furan ring, fused or not.
mol | Htt clearance | Htt clearance grain fraction
COc1ccc(C(=O)NCc2oc(-c3ccccc3)cc2C(=O)O)cc1 | -40 | 28
CCC(C)(C)n1nnnc1C(C(C)C)N(Cc1ccco1)Cc1cc2cc3c(cc2[nH]c1=O)OCO3 (stereo not given) | 2 | 37
Cc1ccc(S(=O)(=O)N2CCN(C(=O)C3Cc4ccccc4CN3C(=O)c3ccco3)CC2)cc1 (stereo not given) | 23 | 16
O=C(CN1C(=O)NC2(CCCCCC2)C1=O)NCc1ccco1 | -41 | 56
CCC(C(=O)NCc1ccco1)N(C(=O)CNS(=O)(=O)c1ccccc1)c1ccc(OC)cc1 (stereo not given) | 20 | 16

Four of the compounds above, as labelled records:
O=C1C(Cl)=C(NCC2CCCO2)C(=O)N1Cc1ccccc1 (stereo not given)
  Htt clearance: -3
  Htt clearance grain fraction: 45
CCOC(=O)c1c(C)c(C(=O)N2CCN(c3cccc(Cl)c3)CC2)c(C)n1C
  Htt clearance: 5
  Htt clearance grain fraction: 37
Cc1ccc(O)c(/C=N/NC(=O)C2=NNC(c3ccccc3)(c3ccccc3)C2)c1
  Htt clearance: 71*
  Htt clearance grain fraction: 5.7*
CC(=O)N(C)c1nnc(-c2ccccn2)s1
  Htt clearance: -69
  Htt clearance grain fraction: 31

New compounds follow.
mol | Htt clearance | Htt clearance grain fraction
CCOC(=O)c1c(C)nc2ccccc2c1C | 10 | 18
Cc1onc(-c2ccccc2)c1C(=O)N1CCN(CCc2ccccc2)CC1 | -19 | 24
Clc1cccc(/C=N/Nc2ncnc3ccccc23)c1 | 23 | 16
Cc1ccc2nc(SC(C)C(=O)NCc3ccco3)[nH]c2c1 (stereo not given) | 28 | 30
COCc1cc(C)n(CC(=O)Nc2ccccc2C(=O)OC)c(=O)c1C#N | 33 | 14
CCN(CCCNC(=O)COc1cc(=O)n(C)c2ccccc12)c1cccc(C)c1 | -49 | 50
Cc1ccc(CN(C(=O)Cn2nnc3ccccc32)C(C(=O)NCc2ccco2)c2cccs2)cc1 (stereo not given) | -98 | 41
O=C(NC1CCCC1)c1ccc(COCC(F)(F)C(F)F)o1 | -88 | 36
COC(=O)C1=C(C)N(c2cccc(Cl)c2)C(=O)C1 | 41 | 11
COc1ccc(OC)c(NC(=O)NCc2ccc(F)cc2)c1 | -39 | 27
Cc1ccc2c(c1)C1(SCCS1)C(=O)N2 | -16 | 26
COc1cccc(OCc2cc(C3Nc4ccccc4C(=O)N3Cc3ccco3)ccc2OC)c1 (stereo not given) | 17 | 15
CN1CCN(S(=O)(=O)c2ccc3ccccc3c2)CC1 | 42 | 24
CCN1CC=C2C(C#N)=C(N)C(C#N)(C#N)C(CCc3ccccc3)C2C1 (stereo not given) | -62 | 60
COCCOc1nc2c(c(=O)n(C)c(=O)n2C)n1Cc1cccc(OC)c1 | -3 | 29
COC(=O)c1c(N)nc(C)n1-c1ccc(OC)cc1 | 4 | 38
O=C1CS/C(=N\c2ccccn2)N1C1CCCCC1 | -1 | 41
O=C(c1nsnc1-c1ccccc1O)N1CCCCC1 | 43 | 10
COc1ccc(OCc2nc(C#N)c(N3CCN(c4ccc(OC)cc4)CC3)o2)cc1 | -7 | 34
Cc1noc(C)c1CSc1nnc2ccc3ccccc3n12 | 0 | 19
COc1ccc(NC(=O)C2CCN(S(=O)(=O)c3ccc(C)cc3)CC2)cc1OC | -30 | 27
O=C1CC(NCCN2CCOCC2)C(=O)N1Cc1ccc(N2CCCC2=O)cc1 (stereo not given) | -20 | 52
O=C(c1ccccc1)c1ncc(C(F)(F)F)cc1Cl | 36 | 25
CC(C)C(NC(=O)c1ccc(Cl)cc1)C(=O)O (stereo not given) | -30 | 36
Nc1nncn1C(=O)c1cccs1 | 1 | 40
Cc1ccc(CNC(=O)CN2CCC(C(N)=O)CC2)cc1 | 9 | 18
CC(C)Oc1ccc(C(=O)NC2CCS(=O)(=O)C2)cc1 (stereo not given) | -28 | 24
CCOC(=O)C(C)N1N=C(/C=C/c2ccc(C)cc2)CCC1=O (stereo not given) | 32 | 26
CCCCC(=O)NCCNc1nc2c(c(=O)n(C)c(=O)n2C)n1Cc1ccccc1 | -58 | 30
CNC(=O)c1ccccc1S(=O)c1ccccc1C#N (stereo not given) | -4 | 32
CCCOc1ccc(N2C(=O)CC(N(Cc3ccc(S(N)(=O)=O)cc3)C(=O)CC)C2=O)cc1 (stereo not given) | 44 | 11
CCOc1cc(S(=O)(=O)N(CC)CC)ccc1Br | 56 | 7.6
O=C(OCc1cc(=O)n2cc(Br)ccc2n1)C1COc2ccccc2O1 (stereo not given) | -65 | 30
Cc1nc2cc(NC(=O)NCCC3=CCCCC3)ccc2o1 | -50 | 29
CCN(Cc1nc2cc(OC)c(OC)cc2c(=O)[nH]1)C(=O)c1ccc(S(=O)(=O)N(C)C)cc1 | 22 | 15
CCC(C)c1ccc(NC(=O)C2CCN(c3ncccn3)CC2)cc1 (stereo not given) | -118 | 43
O=C(CCn1c(=S)[nH]c2ccccc2c1=O)NCCCN1CCCC1=O | -10 | 41
CC(=O)c1ccc(NC2OC(CO)C(O)C(O)C2O)cc1 (stereo not given) | -5 | 23
COc1cc(NC(=O)CCc2ccccc2)nc(OC)n1 | -32 | 24
Cc1ccc(C2CC(=O)NC(SCc3ccccc3)=C2C#N)o1 (stereo not given) | 14 | 39
CN1CCN(c2nc3c(c(=O)[nH]c(=O)n3C)n2Cc2cccc3ccccc23)CC1 | 45 | 12
CCOc1ccc(-n2c(N)c(C(=O)NCc3ccco3)sc2=S)cc1 | -31 | 57
CCCCN1C(=O)c2ccccc2C1C(=O)NC1CCCC1 (stereo not given) | -9 | 40
Cc1cccnc1NCc1ccc(O)c2ncccc12 | -38 | 51
N#Cc1nc(-c2ccccc2F)oc1NC1CCCCC1 | 16 | 44
Cc1cccc(C(=O)NCc2nnc(SCC(=O)N3CCN(c4ccccc4)CC3)n2C)c1 | -16 | 21
O=C1OC(c2ccc(Br)cc2)=N/C1=C\N1CCCCC1 | -4 | 22
O=C(NCCCN1CCN(CCCNC(=O)c2ccccc2F)CC1)c1ccccc1F | -51 | 25
CCCC(=O)N1c2ccccc2NC2=C(C(=O)CCC2)C1c1ccc(F)cc1 (stereo not given) | -48 | 29
COc1cccc(C2NC(C)(C(=O)O)C3C(=O)N(C(C)C)C(=O)C23)c1O (stereo not given) | i | 412
COc1ccc(CCNc2nc3c(c(=O)n(C)c(=O)n3C)n2C)cc1OC | -34 | 26
CCNCCNC(=O)c1c(O)c2c([nH]c1=O)CCCC2 | -23 | 25
Cc1ccc(OCC(O)CN2C(=O)NC(C)(C)C2=O)cc1C (stereo not given) | i | 227
COC(=O)c1scc(C)c1N/N=C(\C)c1ccc(F)cc1F | -22 | 27
CC1(C)CC(N(Cc2cccs2)C(=O)c2ccco2)CCO1 (stereo not given) | -10 | 22
Cc1ccc2oc(=O)c3cnn(CC(=O)N(Cc4ccco4)C4CCCCC4)c3c2c1 | -62 | 73
COCCCNc1nc2c(c(=O)[nH]c(=O)n2C)n1CC(O)COc1ccccc1C (stereo not given) | -184 | 116
COC(=O)c1ccc(Oc2cc(C)nc(-n3nc(C)cc3C)n2)cc1 | -21 | 41
CCOC(=O)C1=C(C)NC(=O)NC1C1CC=CCC1 (stereo not given) | 4 | 20
CCCn1c(SCC(=O)c2cc(C)ccc2C)n[nH]c1=O | 20 | 17

Other structures:
mol | Htt clearance | Htt clearance grain fraction
CCOC(=O)c1ccc(N2C(=O)c3n[nH]c(C)c3C2c2ccc(O)cc2)cc1 (stereo not given) | 61 | 14
CCc1cc2c(NCC3CCCO3)nc(C)nc2s1 (stereo not given) | 26 | 14
CCc1cccc2c(C(=O)COC(=O)c3nn(C)c(=O)c4ccccc34)c[nH]c12 | -33 | 24
COC(=O)c1c(C(=O)OC)c(C)n(Cc2ccco2)c1C | -34 | 26

A portion of the library; the hit share may differ from the screen's.
